HepG2 viability – HepG2 cytotoxicity, counter-screen for TGF-b inhibitors; HepG2 CAGA-GFP viability, ATP luminescence, 18 h; 410,000 tested, 0.76% active; Potency, µM (doses to about 46.1 µM), inactives show at the top dose activity change, negative = cytotoxicity, actives largely listed as cytotoxic; note: potency is the fitted concentration of half-maximal effect; some results filed as inactive show a strong effect at the top dose
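CellTiter-Glo luminescence gave cytotoxicity after 18 hours at 37 degrees C. The cells were HepG2 CAGA-GFP in 1% FBS DMEM, stimulated with 500 pg/mL TGF-beta after compound addition. %Activity was normalised to no-cell wells (complete cell-killing) and DMSO (no toxicity), and curves were fitted and classified.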
A549 viability – kills or reduces viability of A549 cells in Nrf2 counter-screen. A549 ARE-Fluc cells, CellTiter-Fluor viability, 18-24 h. Potency, µM (top dose mostly 46 µM), for inactives: top-dose activity change, negative = cytotoxicity, usual class: inhibitors. 390,000 tested, 0.16% active. AID 504648; note: potency is the fitted concentration of half-maximal effect; % is set by controls: 0 for no effect and ±100 for the full control effect
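A549 ARE_Fluc cells in 5% FBS OPTI-MEM were exposed to compounds in concentration-response for 18-24 h at 37 deg C. Viability was read by CellTiter-Fluor fluorescence (Ex 405/Em 525) after 30 min, before the luciferase read.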
Nrf2 block – blocks Nrf2 signaling; A549 ARE-Fluc reporter, luciferase luminescence, 18-24 h; Potency, µM (series often up to 46 µM), inactives show at the highest dose activity change, negative = inhibition, most hits filed as inhibitors; 360,000 tested, 2.1% active; note: potency is the fitted concentration of half-maximal effect; % is set by controls: 0 for no effect and ±100 for the full control effect; nearly all actives have a fitted effect of over 60% in size
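Two sequential reads on A549 ARE_Fluc cells exposed to compound for 18-24 h: a CellTiter-Fluor fluorescence read for viability, then a luciferase luminescence read for Nrf2/ARE activity.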
TGFb SMAD3 inh – blocks TGF-b signaling | AID 588855 | 410,000 tested, 1.2% active | HepG2 CAGA-GFP TGF-b/SMAD3 reporter, GFP fluorescence, 18 h; TGF-beta stimulated, 500 pg/mL final | Potency, µM (doses to about 46.1 µM), for the others: at the highest dose activity, negative = inhibition, usual class: inhibitors; note: potency is the fitted concentration of half-maximal effect; % is set by controls: 0 for no effect and ±100 for the full control effect; nearly all actives have a fitted effect of over 65% in size
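Using HEPG2 CAGA-GFP reporter cells at 1000 cells/well, we pinned test compounds, stimulated with recombinant TGF-beta (500 pg/mL final) and measured total well GFP after 18 h.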
EPAC2 agonist – agonists of human EPAC2 (RAPGEF4) | EPAC2 activation, biochemical qHTS; response scale: 100% = 6.5 mM cAMP response | 360,000 tested, 0.079% active | Potency, µM (doses to about 154 µM), without a hit: at the top dose activation, usual class: activators | Q8WZA2; note: potency is the fitted concentration of half-maximal effect; nearly all actives have a fitted effect of over 50% in size
Target sequence (Q8WZA2 whole entry, looked up): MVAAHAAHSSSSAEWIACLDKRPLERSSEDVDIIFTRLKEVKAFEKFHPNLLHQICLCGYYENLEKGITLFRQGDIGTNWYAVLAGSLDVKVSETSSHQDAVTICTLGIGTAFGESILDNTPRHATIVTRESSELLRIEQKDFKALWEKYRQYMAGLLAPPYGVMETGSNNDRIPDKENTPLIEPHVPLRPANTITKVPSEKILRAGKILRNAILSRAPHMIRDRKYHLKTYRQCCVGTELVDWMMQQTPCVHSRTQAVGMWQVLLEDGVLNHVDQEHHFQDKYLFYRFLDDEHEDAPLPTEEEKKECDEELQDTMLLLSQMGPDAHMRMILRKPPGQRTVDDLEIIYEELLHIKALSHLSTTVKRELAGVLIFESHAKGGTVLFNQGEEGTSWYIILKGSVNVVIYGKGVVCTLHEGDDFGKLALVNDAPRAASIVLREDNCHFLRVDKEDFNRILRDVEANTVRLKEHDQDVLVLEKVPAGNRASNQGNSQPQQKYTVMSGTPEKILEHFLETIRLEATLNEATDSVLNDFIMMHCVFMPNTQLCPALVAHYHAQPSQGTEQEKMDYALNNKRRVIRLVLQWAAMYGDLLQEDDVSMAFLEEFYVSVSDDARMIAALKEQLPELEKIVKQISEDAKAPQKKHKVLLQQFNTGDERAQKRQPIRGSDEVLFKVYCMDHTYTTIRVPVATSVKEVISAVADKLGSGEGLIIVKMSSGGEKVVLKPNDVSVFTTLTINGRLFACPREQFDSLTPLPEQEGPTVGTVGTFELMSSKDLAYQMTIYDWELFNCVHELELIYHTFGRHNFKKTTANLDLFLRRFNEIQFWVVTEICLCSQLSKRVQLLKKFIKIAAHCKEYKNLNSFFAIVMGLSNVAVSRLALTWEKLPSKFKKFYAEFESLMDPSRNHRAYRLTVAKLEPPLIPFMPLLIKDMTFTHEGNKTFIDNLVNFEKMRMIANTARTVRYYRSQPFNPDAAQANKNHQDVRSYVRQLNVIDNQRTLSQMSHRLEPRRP
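Setup: EPAC2 100 nM, labeled Rap1B complex 250 nM, free GDP 50 uM. Compound titrations pinned in, brief spin, 5 min room temperature incubation. Kinetic fluorescence read over 30 min, normalized to 6.5 mM cAMP.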
S2 tox – cell viability loss in ATXN counter-screen | S2 cells (HEK-293 line with an ATXN2-luciferase reporter) viability, CellTiter-Fluor protease fluorescence, 24 h | Potency, µM (doses to about 56.7 µM), most hits filed as cytotoxic | 400,000 tested, 0.49% active | AID 651635; note: potency is the fitted concentration of half-maximal effect; nearly all actives have a fitted effect of over 40% in size
IL2 activator – activates IL-2 in a cell-based reporter assay. activation, % (series mostly up to about 46 µM). IL-2 activation reporter assay, cell-based qHTS; stimulated with anti-CD3/CD4/CD28 beads; in transgenic mouse T cells. 360,000 tested, 0.065% active; in the data active = activation above about 50%; inconclusive = mostly about 30% to 49%; note: 0% is about no effect
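Unstimulated transgenic mouse T cells preincubated 60 min with compound, then stimulated with anti-CD3/anti-CD4-coated beads plus anti-CD28 for 18 h at 37 degrees C. IL-2 response read as EGFP and DsRed fluorescence by plate cytometry.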
Nrf2 activator – activators of Nrf2 (ARE) signaling; AREc32 ARE-luciferase reporter (MCF7-derived line), luminescence, 24 h; Potency, µM (series often up to 46.1 µM), for the others: top-dose activation, actives largely listed as activators; 410,000 tested, 0.31% active; note: potency is the fitted concentration of half-maximal effect; % of control where 0% means no effect; nearly all actives have a fitted effect of over 65% in size
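Luciferase luminescence (Steady-Glo, 30 min at room temperature) served as the read-out of ARE activation in AREc32 cells treated with compounds for 24 hr at 37 deg C.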
ATXN2 expr inh – ATXN2 expression inhibition | HEK-293 ATXN2-luciferase reporter, luminescence, 24 h | Potency, µM (top dose mostly 57 µM), inactives show at the highest dose activity change, negative = inhibition, hits mostly inhibitors | 360,000 tested, 0.72% active | AID 1745845; note: potency is the fitted concentration of half-maximal effect; % is set by controls: 0 for no effect and ±100 for the full control effect; nearly all actives have a fitted effect of over 55% in size
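qHTS (up to 57 uM final) was run with 24 h compound exposure of reporter cells at 37 °C. Each well was multiplexed: SteadyGlo luminescence measured ATXN2-luciferase expression after a fluorogenic Gly-Phe-AFC viability readout (25 uM final).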
Starred values were filed as active, the others as inactive; [ ] = another dose, or the depositor's remark. Unless noted, calls come from the whole dose curve; as a rule, active = well fitted curve in the direction sought with a large enough effect; inconclusive = small, poorly fitted or top-dose-only effect, or another doubt; inactive = no such curve, though single readings can be large; an effect the other way counts as inactive or inconclusive.

Screening CCC(C)(C)NC(=O)C(c1ccc(F)cc1)N(Cc1ccco1)C(=O)CCC(=O)Nc1ccccn1 (stereo not given) returned HepG2 viability -2.3%, A549 viability -8.9%, TGFb SMAD3 inh 4.5%, EPAC2 agonist 11.5%, S2 tox inactive, IL2 activator 0.0, Nrf2 activator -0.3% and ATXN2 expr inh -10.3%.
O=C(/C=C/c1ccccc1)NNC1=NS(=O)(=O)c2ccccc21 was read as HepG2 viability -30.1%, A549 viability 6.7%, Nrf2 block 1.3%, TGFb SMAD3 inh -14.4%, EPAC2 agonist 3.5%, S2 tox inactive, IL2 activator 0.0 and Nrf2 activator -1.1%.
`CS(=O)(=O)c1ccc(Cl)c(NC(=O)COC(=O)c2ccc(F)cc2Cl)c1` gave HepG2 viability -12.4%, A549 viability 13.3%, Nrf2 block 11.6µM*, TGFb SMAD3 inh -7.0%, EPAC2 agonist 8.9%, S2 tox inactive, IL2 activator -1.8, Nrf2 activator -1.2% and ATXN2 expr inh -20.5%.
Cc1c(NC(=O)C2CCCCN2S(=O)(=O)c2ccc(Cl)cc2)c(=O)n(-c2ccccc2)n1C (stereo not given) was read as HepG2 viability 6.4%, A549 viability -3.1%, Nrf2 block 2.0%, TGFb SMAD3 inh 1.8%, EPAC2 agonist -1.3%, S2 tox inactive, IL2 activator 0.1, Nrf2 activator -0.1% and ATXN2 expr inh -0.7%.
Screening CC(C)OCCCNc1ncc2c(n1)CC(c1cccs1)CC2=O (stereo not given) returned HepG2 viability -1.2%, A549 viability 1.5%, Nrf2 block -7.4%, TGFb SMAD3 inh -4.8%, EPAC2 agonist -6.6%, S2 tox inactive, IL2 activator 3.3, Nrf2 activator 0.7% and ATXN2 expr inh 16.1%.
Screening Cn1c(=O)c2c(SCC(=O)N3CCN(c4ccccc4)CC3)nc(C3CC3)nc2n(C)c1=O returned HepG2 viability -0.7%, A549 viability -21.2%, Nrf2 block -4.8%, TGFb SMAD3 inh 0.4%, EPAC2 agonist 4.5%, S2 tox inactive, IL2 activator -1.7, Nrf2 activator -1.4% and ATXN2 expr inh 7.9%.
Screening CN(C)S(=O)(=O)c1cccc(NC(=O)COC(=O)/C=C/c2ccc3c(c2)OCO3)c1 returned HepG2 viability -21.0%, A549 viability 2.3%, Nrf2 block 28.6%, TGFb SMAD3 inh -4.5%, EPAC2 agonist 5.6%, S2 tox inactive, IL2 activator 0.4, Nrf2 activator 3.3% and ATXN2 expr inh 3.2%.
COc1ccc(NC(=O)c2onc(C)c2Cl)cc1 was read as HepG2 viability 3.5%, A549 viability 12.3%, Nrf2 block inconclusive, TGFb SMAD3 inh -15.5%, EPAC2 agonist 9.0%, S2 tox inactive, IL2 activator -0.8 and Nrf2 activator 13.0%.
Screening CSc1c2c(nc3ncnn13)CCC2 returned HepG2 viability 1.5%, A549 viability 2.3%, Nrf2 block 2.3%, TGFb SMAD3 inh -1.5%, EPAC2 agonist 6.6%, S2 tox inactive, IL2 activator -3.1, Nrf2 activator -0.7% and ATXN2 expr inh 0.9%.
CCn1c(SCC(=O)N2CCN(c3cccc(Cl)c3)CC2)nc2ccccc2c1=O was read as HepG2 viability -20.6%, A549 viability -1.0%, Nrf2 block inconclusive, TGFb SMAD3 inh -33.5%, EPAC2 agonist 6.1%, S2 tox inactive, IL2 activator -0.5, Nrf2 activator 0.4% and ATXN2 expr inh -8.0%.
Cc1cc(NC(=O)Cn2cnc3sccc3c2=O)no1 was read as HepG2 viability -8.0%, A549 viability -4.7%, Nrf2 block 6.0%, TGFb SMAD3 inh 0.1%, EPAC2 agonist 12.6%, S2 tox inactive, IL2 activator -0.5, Nrf2 activator 0.2% and ATXN2 expr inh 6.8%.
`COC(=O)CSCc1nc(-c2ccc(C(=O)OC)cc2)oc1C` gave HepG2 viability -4.9%, A549 viability -7.5%, TGFb SMAD3 inh -2.0%, S2 tox inactive, Nrf2 activator -4.3% and ATXN2 expr inh 4.47µM*.
For CCCCCCCCSc1nnc(/N=C/N(C)C)s1 the results were HepG2 viability 6.2%, A549 viability 8.8%, Nrf2 block inconclusive, TGFb SMAD3 inh 16.4%, EPAC2 agonist -0.9%, S2 tox inactive, IL2 activator -4.7, Nrf2 activator 2.2% and ATXN2 expr inh 0.1%.
For CCCCN1C(=O)c2[nH]nc(-c3ccccc3O)c2C1c1cccc(OCc2ccccc2)c1 (stereo not given) the results were HepG2 viability 14.1µM*, A549 viability inconclusive, Nrf2 block inconclusive, TGFb SMAD3 inh 15.8µM* and Nrf2 activator -2.8%.
For CC1=NN(c2ccccc2)C(=O)C1=C(C)C the results were HepG2 viability 6.0%, A549 viability -2.3%, Nrf2 block 8.6%, TGFb SMAD3 inh -6.6%, EPAC2 agonist 5.7%, S2 tox inactive, IL2 activator 0.5 and Nrf2 activator 6.0%.
`N/C(CCS(=O)(=O)c1ccc(Cl)cc1)=N\OC(=O)c1ccc(Cl)cc1` gave HepG2 viability -10.8%, A549 viability -6.8%, Nrf2 block 0.0%, TGFb SMAD3 inh -10.4%, EPAC2 agonist 6.4%, S2 tox inactive, IL2 activator 0.7 and Nrf2 activator -1.2%.
`COC(=O)C1=C(C)N(C)C(C)=C(C(=O)OC)C1c1ccncc1` gave HepG2 viability -14.0%, A549 viability -14.1%, Nrf2 block 15.8%, TGFb SMAD3 inh -15.4%, EPAC2 agonist 12.8%, S2 tox inactive, IL2 activator -2.8, Nrf2 activator 4.0% and ATXN2 expr inh 22.0%.
Screening O=S(=O)(NCCc1ccccc1)c1ccc(N2CCCCS2(=O)=O)cc1 returned HepG2 viability -18.1%, A549 viability -10.7%, TGFb SMAD3 inh inconclusive, S2 tox inactive, Nrf2 activator -1.2% and ATXN2 expr inh -29.9%.
COc1ccc(NC(=O)c2cccc3c(Br)cccc23)cc1 was read as HepG2 viability -30.0%, A549 viability 0.4%, Nrf2 block 4.3%, TGFb SMAD3 inh -8.6%, EPAC2 agonist -1.4%, S2 tox inactive, IL2 activator 0.7 and Nrf2 activator 6.8%.
`O=C(NCCc1csc(-c2ccc(C(F)(F)F)cc2)n1)c1ccc(F)c(F)c1` gave HepG2 viability -74.4%, A549 viability 7.7%, TGFb SMAD3 inh 11.2µM*, S2 tox inconclusive, Nrf2 activator -0.2% and ATXN2 expr inh 20µM*.

For reference, some entries already given.
Screening CCC(C)(C)NC(=O)C(c1ccc(F)cc1)N(Cc1ccco1)C(=O)CCC(=O)Nc1ccccn1 (stereo not given) returned HepG2 viability -2.3%, A549 viability -8.9%, TGFb SMAD3 inh 4.5%, EPAC2 agonist 11.5%, S2 tox inactive, IL2 activator 0.0, Nrf2 activator -0.3% and ATXN2 expr inh -10.3%.
O=C(/C=C/c1ccccc1)NNC1=NS(=O)(=O)c2ccccc21 was read as HepG2 viability -30.1%, A549 viability 6.7%, Nrf2 block 1.3%, TGFb SMAD3 inh -14.4%, EPAC2 agonist 3.5%, S2 tox inactive, IL2 activator 0.0 and Nrf2 activator -1.1%.

(next part)
Cc1cc(C(=O)Nc2ccc(C)c(S(=O)(=O)N3CCOCC3)c2)c(C)o1 was read as HepG2 viability 11.3%, A549 viability -0.4%, Nrf2 block -4.7%, TGFb SMAD3 inh 2.3%, EPAC2 agonist -1.0%, S2 tox inactive, IL2 activator -0.9, Nrf2 activator 0.0% and ATXN2 expr inh -2.1%.
O=[N+]([O-])c1ccccc1C(=Nc1ccccc1)c1c(O)cc(O)cc1O was read as HepG2 viability 0.2%, TGFb SMAD3 inh -2.7%, EPAC2 agonist 13.7%, S2 tox inactive, IL2 activator -1.5 and Nrf2 activator -0.6%.
Cc1ccc2nc(-c3cccc(S(=O)(=O)N(C)C)c3)cn2c1 was read as HepG2 viability -52.2%, A549 viability -0.9%, Nrf2 block inconclusive, TGFb SMAD3 inh -2.5%, EPAC2 agonist 8.1%, S2 tox inactive, IL2 activator 0.0, Nrf2 activator 2.5% and ATXN2 expr inh 46.9%[activator].
CCN(CC)CCNC(=O)Cn1nc(C)c2c(C)n(-c3ccccc3)nc2c1=O was read as HepG2 viability 5.9%, A549 viability 4.7%, Nrf2 block 19.7%, TGFb SMAD3 inh 16.9%, S2 tox inactive, Nrf2 activator -0.2% and ATXN2 expr inh 6.7%.
`CCOc1ccccc1NC(=S)N(CCN(C)C)C(C)c1ccncc1` (stereo not given) gave HepG2 viability 2.0%, A549 viability -2.7%, Nrf2 block -3.9%, TGFb SMAD3 inh 3.4%, EPAC2 agonist -1.9%, S2 tox inactive, IL2 activator 0.6, Nrf2 activator 0.2% and ATXN2 expr inh 22.4%.
`CC(=O)N1CCOc2ccc(S(=O)(=O)NCCc3ccc(C)cc3)cc21` gave HepG2 viability -12.3%, A549 viability 2.6%, Nrf2 block 4.0%, TGFb SMAD3 inh -9.8%, EPAC2 agonist -1.2%, S2 tox inactive, IL2 activator 4.9, Nrf2 activator 0.6% and ATXN2 expr inh 2.9%.
O=[N+]([O-])c1ccc2nc(C3CCCCC3)[nH]c2c1 was read as HepG2 viability -27.5%, A549 viability -0.7%, Nrf2 block 25.0%, TGFb SMAD3 inh -8.9%, EPAC2 agonist -2.1%, S2 tox inactive, IL2 activator -0.4, Nrf2 activator 6.3% and ATXN2 expr inh 28.8%.
CC(C)c1cc(C(=O)Nc2cccc(Cl)c2)no1 was read as HepG2 viability -6.8%, A549 viability -8.3%, TGFb SMAD3 inh 0.0%, EPAC2 agonist 16.1%, S2 tox inactive, IL2 activator -1.3, Nrf2 activator 0.4% and ATXN2 expr inh 30.7%[activator].
For CCC(C)c1ccc(NC(=S)N2CCN(C(=O)C3CCCO3)CC2)cc1 (stereo not given) the results were HepG2 viability -25.8%, A549 viability -6.2%, Nrf2 block inconclusive, TGFb SMAD3 inh inconclusive, EPAC2 agonist -2.0%, S2 tox inconclusive, IL2 activator -1.8, Nrf2 activator 0.2% and ATXN2 expr inh 7.2%.

Compound activity from PubChem BioAssay.
